XIAP displacement – small molecules displacing peptide from XIAP – biochemical, IAP family, fluorescence polarization (AID 1018) | XIAP BIR domain, fluorescence polarization peptide displacement; higher % means a stronger effect | one-dose displacement, % at 20 µM; IC50 in µM for titrated hits | 200,000 tested, 0.007% active; in the data active = displacement above about 50%; note: a part of the inactive calls stands beside numbers as strong as those of hits
LYP phosphatase – inhibitors of LYP phosphatase, biochemical, fluorescence intensity, uHTS (AID 1779); one-dose inhibition, % at 11.5 µM; IC50 in µM for titrated hits; 290,000 tested, 0.054% active; recombinant LYP phosphatase, fluorescence intensity; higher % means a stronger effect;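 note: plate controls were vehicle with enzyme for no effect and no enzyme for full effect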
Myeloid diff 2 – compounds promoting myeloid differentiation | ER-HoxA9 myeloid progenitors, lysozyme-GFP differentiation, flow cytometry | calls only at 10 µM | 360,000 tested, 1% active;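 active = normalized GFP-positive differentiation at or above the plate's own cutoff, the solvent-only control mean plus 3 SD; inconclusive = no clear call, values can overlap the other calls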;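 note: cells exposed to compound for four days before flow analysis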
HIV peptide binding – cell-free HIV fusion peptide-binding blockers – biochemical, uHTS, fluorescence dequenching, primary screen (AID 1986) | cell-free peptide binding, fluorescence dequenching, 30 min; higher % means a stronger effect | one-dose inhibition, % at 20 µM; IC50 in µM for titrated hits | 290,000 tested, 0.3% active; in the data active = inhibition mostly above about 52%, no sharp cut-off; inactive = mostly below about 76%; note: some results filed as inactive read as strong as hits
Lipid droplet – hepatic lipid droplet formation modulation; 240,000 tested, 0.4% active; AML12 mouse hepatocytes, oleate lipid droplets, BODIPY imaging; inhibition, % at 6.5 µM; AID 1656;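 active = lipid droplet intensity inhibited by at least 50%, with more than 500 cells counted; inconclusive = wells with under 300 cells, treated as cytotoxic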
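System: AML12 hepatocytes (mouse). Probe or stimulus: oleic acid at 100 µM to induce lipid droplet formation. Times: overnight treatment with compound plus oleate. Detection: Image-based BODIPY and DAPI two-channel analysis. Evaluation: percent inhibition of filter-corrected integrated lipid droplet intensity per well.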
SIAH1 antagonists – Siah-1 peptide-binding antagonists, primary screen, biochemical, fluorescence polarization, rhodamine-plectin, uHTS (AID 1817). Siah-1 / rhodamine-plectin peptide fluorescence polarization; higher % means a stronger effect. one-dose displacement, % at 20 µM; IC50 in µM for titrated hits. 290,000 tested, 0.02% active;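 active = displacement of at least 50% at 20 µM, with a fluorescence ratio check between 0.3 and a set limit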;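 note: plate controls were Siah plus tracer with DMSO for no effect and tracer alone without Siah for full effect; strong numbers were not always called active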
AID2073 – inhibitors of Mint1-CaV2.2 protein interaction, biochemical, HTRF (AID 2073); 290,000 tested, 0.19% active; HTRF protein-protein interaction, Mint1-CaV2.2; higher % means a stronger effect; inhibition, % at 20 µM, or IC50 in µM where a hit was titrated; in the data active = inhibition mostly above about 51%, no sharp cut-off; inconclusive = no clear call, values can overlap the other calls; inactive = mostly below about 53%; note: some results filed as inactive read as strong as hits
NOD2 inhibition – inhibition of NOD2-driven NF-kB reporter – cell-based, luminescence, uHTS, HEK293 (AID 1566); HEK293 NOD2/NF-kB luciferase reporter, luminescence; higher % means a stronger effect; inhibition, % at 4 µM, or EC50 in µM where a hit was titrated; 290,000 tested, 0.63% active; note: many of its hits are not listed in these tables
NS5 inhibitors – Dengue-2 NS5 methyltransferase inhibitors, primary screen, biochemical, confirmation dose response (AID 588689). one-dose inhibition, % at 25 µM; IC50 in µM for titrated hits. 340,000 tested, 0.3% active. Dengue-2 NS5 methyltransferase capping enzyme assay, biochemical; higher % means a stronger effect; in the data active = a potency from the dose series; inconclusive = inhibition above about 29% without an active follow-up result
Lipid droplet cells 6.5 µM – also measured in Lipid droplet; calls as there; cell count; measured here: cell count, cytotoxicity flag;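 cells counted across two imaged fields per well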
NS5 inhibitors pilot replicate – second read-out of NS5 inhibitors, no call of its own (marks repeat the call); inhibition, %; measured here: pilot screen replicate inhibition
Myeloid diff 2 GFP+ MAC1+ % – also measured in Myeloid diff 2; calls as there; GFP+ MAC1+ double positive, %; measured here: differentiation confirmed by MAC1 staining
Active calls of the source: *; i = inactive; ? = inconclusive; · = not tested or not shown. Cut-off read from the data, not from the text of the source, unless noted: active = inhibition above about 50%; inactive = the rest. These rows are one share of the data; count on the stated rates, not on these rows.

SMILES | XIAP displacement | LYP phosphatase | Myeloid diff 2 | Myeloid diff 2 GFP+ MAC1+ % | HIV peptide binding | Lipid droplet | Lipid droplet cells 6.5 µM | SIAH1 antagonists | AID2073 | NOD2 inhibition | NS5 inhibitors | others
COc1ccc(-n2c(=O)cc(N3CCN(c4ccccc4)CC3)[nH]c2=O)cc1 | -2.8% | -13% | i | 0.8 | -1.1% | · | · | -4% | 6% | 6% | -2%
COc1ccc(C(C(=O)NC2CCCC2)N(C(=O)c2ccco2)c2cccc(C(C)=O)c2)cc1OC (centres undefined) | · | -6% | i | 0.8 | -0.4% | -8 | 814 | 12% | -4% | 14% | 2%
Cc1nc2ccc(NC(=O)c3ccc(S(=O)(=O)N4CCOCC4)cc3)cc2s1 | -26% | -4% | i | 1.4 | -2.5% | 4 | 748 | 0% | -5% | 19% | -3%
CC/C(=N\NC(=O)c1ccc(Br)cc1)c1ccccc1 | -4.8% | -4% | i | 0.1 | -0.4% | 2 | 631 | 3% | -4% | -24% | 5%
NS(=O)(=O)c1ccc(CCNC(=O)c2cc(-c3ccc(Br)cc3)nc3ccccc23)cc1 | -0.8% | -7% | i | 0.4 | -0.4% | · | · | 7% | 13% | -18% | ·
COc1ccc(-c2noc(CN(C(=O)c3ccc(OC(C)=O)cc3)C(C)C)n2)cc1OC | -7.5% | -2% | i | 0.5 | -2.2% | 19 | 768 | 0% | 0% | -1% | 2%
CC1=C(C(N)=O)C(c2ccco2)C(C(N)=O)=C(C)N1 | -4.4% | -5% | i | 0.4 | 0.8% | · | · | -4% | -7% | -2% | -8%
O=C(NCCN1CCOCC1)c1ccccc1N1C(=O)[C@@H]2Cc3c([nH]c4ccccc34)C(c3ccc(F)cc3)N2C1=O (some centres undefined) | · | -8% | i | 2.7 | 2.4% | · | · | 2% | 6% | 6% | 4%
CCOC(=O)c1ccc(Oc2nc(NC)nc(SC)n2)cc1 | -8.2% | -2% | i | 16 | 0.9% | 0 | 808 | -2% | 38% | -2% | 4%
CCO[C@@H]1OC(C(=O)N2CCN(Cc3ccccc3)CC2)=C[C@H](c2csc3ccccc23)[C@H]1CCCO | -3.4% | -5% | i | 3.1 | 1.8% | 3 | 696 | 3% | 12% | 9% | 2%
CC(C)c1ccc(N2C(=O)CC(Sc3ncccn3)C2=O)cc1 (centres undefined) | · | -13% | i | 0.2 | 0.7% | -2 | 819 | 11% | 5% | 3% | 4% | NS5 inhibitors pilot replicate=-0.6
O=C(CSc1ccc(-c2ccco2)nn1)N1CCCCC1 | -6.1% | -1% | i | 0.8 | 21% | 3 | 678 | 43% | 67% | -7% | 10%
CC1(C)CC(C#N)(N2CCOCC2)CCO1 (centres undefined) | -4.5% | -8% | i | 2.6 | -2.1% | 2 | 762 | -2% | -6% | 1% | 1%
O=C(COC(=O)/C=C/c1cccs1)Nc1cccc(S(=O)(=O)N2CCCC2)c1 | -4.0% | -4% | i | 0.2 | 0.7% | 13 | 695 | -3% | 1% | 4% | -8%
Cc1ccc(S(=O)(=O)Nc2cccc(-c3ccc(N4CCCCCC4)nn3)c2)cc1C | · | 3% | ? | · | 1.5% | 2 | 721 | -2% | 44% | -43% | -8%
Cc1ccccc1Oc1ncnc(N)c1[N+](=O)[O-] | 2.5% | -1% | i | 0.7 | -1.0% | 4 | 706 | -5% | 12% | 2% | -2%
O=C(Nc1ccccc1)c1ccc(CSc2ccccn2)cc1 | -14% | -4% | i | 0.8 | -1.9% | · | · | -4% | -16% | -146% | 1%
O=C(NCCCN1CCCC1=O)c1ccccc1NS(=O)(=O)c1ccc(Br)cc1 | -4.1% | -7% | i | 0.9 | -1.3% | 0 | 814 | -7% | -6% | 1% | -50%
Cc1ccc(-c2c(C(=O)NNC(=S)NCC3CCCO3)csc2C)cc1 (centres undefined) | -7.0% | -4% | i | 0.3 | -3.3% | -16 | 649 | 2% | 33% | 15% | -3%
CCc1ccc(N=c2c([N+](=O)[O-])nn(-c3ccccc3)n2O)cc1 | -1.1% | -2% | i | 0.4 | 2.9% | -1 | 760 | 0% | -9% | -55% | 2%
COc1ccc(CC(=O)Nc2ccc3c(c2)CCC3)cc1 | -3.8% | -4% | i | 0.7 | -2.3% | -3 | 645 | 5% | -5% | 13% | -8%
CCn1c(CC(=O)Nc2ccccc2)nnc1SCc1nc2ccccc2c(=O)[nH]1 | · | -4% | i | 0.3 | -0.9% | 1 | 647 | -2% | 0% | 10% | -1%
Cc1ccc(S(=O)(=O)Oc2ccccc2/C=C2\SC(=O)NC2=O)cc1 | 18% | -4% | i | 0.9 | 20% | 3 | 737 | -3% | 20% | 24% | 13%
Cc1cc(OCC(=O)NCc2cccnc2)c2c(C)cc(=O)oc2c1 | · | -13% | i | 1.9 | 1.0% | 2 | 699 | -2% | 29% | 21% | -7%
Cc1ccccc1-c1nc(CS(=O)(=O)CC(=O)NCc2ccccc2)c(C)o1 | -2.0% | -3% | i | 4.0 | 0.2% | 5 | 620 | 7% | -4% | 6% | -6%

Of the compounds above, these contain a nitro group on carbon:
SMILES | XIAP displacement | LYP phosphatase | Myeloid diff 2 | Myeloid diff 2 GFP+ MAC1+ % | HIV peptide binding | Lipid droplet | Lipid droplet cells 6.5 µM | SIAH1 antagonists | AID2073 | NOD2 inhibition | NS5 inhibitors | others
Cc1ccccc1Oc1ncnc(N)c1[N+](=O)[O-] | 2.5% | -1% | i | 0.7 | -1.0% | 4 | 706 | -5% | 12% | 2% | -2%
CCc1ccc(N=c2c([N+](=O)[O-])nn(-c3ccccc3)n2O)cc1 | -1.1% | -2% | i | 0.4 | 2.9% | -1 | 760 | 0% | -9% | -55% | 2%

Remaining list, next part.
SMILES | XIAP displacement | LYP phosphatase | Myeloid diff 2 | Myeloid diff 2 GFP+ MAC1+ % | HIV peptide binding | Lipid droplet | Lipid droplet cells 6.5 µM | SIAH1 antagonists | AID2073 | NOD2 inhibition | NS5 inhibitors | others
O=C(CCSc1nnc(-c2ccncc2)o1)Nc1ccccc1Cl | -5.0% | -5% | i | 2.0 | 14% | 2 | 799 | 14% | -7% | 9% | 1%
CC(C)(C)c1ccc(C(=O)/C=C2\NC(=O)CS2)cc1 | -0.6% | 2% | i | 0.4 | 3.0% | · | · | 1% | 41% | -211% | -7%
c1ccc2nc3c(nc2c1)OCC1CCCCN31 (centres undefined) | · | -17% | i | 0.4 | 0.3% | · | · | -4% | 12% | -40% | -9%
O=C(NCCc1ccccc1)C1CCCN1S(=O)(=O)c1ccc(Cl)cc1 (centres undefined) | · | -4% | i | 2.5 | 1.4% | -2 | 814 | 2% | 5% | -8% | -4%
COc1cc(SC)ccc1C(=O)Nc1ccc(S(=O)(=O)N2CCCC2)cc1 | 2.6% | -2% | i | 0.5 | 1.7% | · | · | 4% | 24% | 1% | -1%
CCCCCc1c(O)nc(SCCN2CCOCC2)[nH]c1=O | -2.8% | -1% | i | 0.1 | -0.8% | 9 | 743 | -3% | -5% | -8% | ·
O=c1c2c3c(sc2ncn1/N=C/c1cccnc1)CCCC3 | -5.5% | 4% | i | 0.6 | 0.2% | 3 | 703 | 4% | ? | -2% | 0%
Cc1ccc(-n2nnnc2SCC(=O)N2CCCCC2)cc1 | -6.3% | -10% | i | 0.6 | -1.4% | 13 | 833 | 1% | 15% | 19% | 1%
Cc1ccc(-c2cc(Cc3ccncc3)c(=O)[nH]n2)cc1 | · | -2% | i | 0.3 | -0.2% | 0 | 737 | 3% | -4% | 13% | ·
COc1ccc(-c2nc(NC(=O)CCNC(=O)c3ccco3)sc2C)cc1 | -7.8% | -3% | i | 0.6 | 0.7% | 0 | 693 | 2% | -10% | 22% | -6%
CC(=O)Oc1ccc(C(=O)NC(C)CCc2ccccc2)cc1 (centres undefined) | · | -12% | i | 0.4 | 0.4% | · | · | 10% | 1% | -2% | -2%
COCc1ccc(C(=O)NC2CCCN(Cc3ccccc3F)C2)o1 (centres undefined) | · | -9% | i | 1.1 | -0.9% | -9 | 685 | 0% | 8% | -2% | -1%
COc1ccc(OC)c(C(=O)CSc2nc3cccnc3n2C)c1 | -14% | 0% | i | 0.0 | -2.4% | -5 | 639 | -3% | -6% | 5% | 2%
COc1ccc(CN(C2CCCC2)S(=O)(=O)c2ccc(-n3cnnn3)cc2)cc1OC | -6.7% | 1% | i | 0.1 | 3.1% | -3 | 683 | 5% | -2% | -8% | -2%
CCOc1ccccc1C1C(C(=O)OC)=C(N)OC2=C1C(=O)CCC2 (centres undefined) | -0.3% | -10% | i | 1.1 | -1.4% | · | · | 0% | -2% | -22% | -2%
c1cncc(-c2nc(NCCCN3CCOCC3)c3c4c(sc3n2)CCC4)c1 | -5.2% | -6% | i | 0.8 | -1.9% | 16 | 693 | -12% | 12% | 14% | -1%
COC(=O)N/N=C/c1cn(CCCOc2ccccc2)c2ccccc12 | -9.3% | 5% | i | 0.2 | -2.0% | -22 | 637 | -2% | 4% | -16% | 2%
COc1ccc(-c2csc(NC(=O)C3COc4ccccc4O3)n2)cc1OC (centres undefined) | -7.7% | -1% | i | 3.3 | -0.3% | -4 | 715 | 1% | 0% | 1% | -2%
CCOC(=O)c1ccc(NC(=S)N(CCCN2CCN(CC)CC2)Cc2cccs2)cc1 | -1.2% | -8% | i | 1.3 | -1.4% | 3 | 674 | -11% | -27% | -1% | -1%
Cc1c(NC(=O)C(C)OC(=O)c2sc3ccccc3c2Cl)c(=O)n(-c2ccccc2)n1C (centres undefined) | -8.6% | 8% | i | 0.9 | 0.5% | 27 | 649 | 0% | 14% | -4% | 2%
O=C(OCC1CC(c2ccccc2)=NO1)c1ccco1 (centres undefined) | · | -4% | i | 0.4 | -0.5% | -11 | 767 | 1% | 0% | -30% | -1%

Among those listed so far, 6 contain a furan ring, fused or not.
SMILES | XIAP displacement | LYP phosphatase | Myeloid diff 2 | Myeloid diff 2 GFP+ MAC1+ % | HIV peptide binding | Lipid droplet | Lipid droplet cells 6.5 µM | SIAH1 antagonists | AID2073 | NOD2 inhibition | NS5 inhibitors | others
COc1ccc(C(C(=O)NC2CCCC2)N(C(=O)c2ccco2)c2cccc(C(C)=O)c2)cc1OC (centres undefined) | · | -6% | i | 0.8 | -0.4% | -8 | 814 | 12% | -4% | 14% | 2%
CC1=C(C(N)=O)C(c2ccco2)C(C(N)=O)=C(C)N1 | -4.4% | -5% | i | 0.4 | 0.8% | · | · | -4% | -7% | -2% | -8%
O=C(CSc1ccc(-c2ccco2)nn1)N1CCCCC1 | -6.1% | -1% | i | 0.8 | 21% | 3 | 678 | 43% | 67% | -7% | 10%
COc1ccc(-c2nc(NC(=O)CCNC(=O)c3ccco3)sc2C)cc1 | -7.8% | -3% | i | 0.6 | 0.7% | 0 | 693 | 2% | -10% | 22% | -6%
COCc1ccc(C(=O)NC2CCCN(Cc3ccccc3F)C2)o1 (centres undefined) | · | -9% | i | 1.1 | -0.9% | -9 | 685 | 0% | 8% | -2% | -1%
O=C(OCC1CC(c2ccccc2)=NO1)c1ccco1 (centres undefined) | · | -4% | i | 0.4 | -0.5% | -11 | 767 | 1% | 0% | -30% | -1%

Screening data (PubChem)
